Salmonella PhoP GFP: Inhibition of PhoP regulon, Salmonella typhi GFP reporter cells, confirmation, 4 h (AID 1850); Salmonella Typhi PhoP-promoter GFP reporter, fluorescence, 4 h; higher % means a stronger effect; one-dose inhibition, % at 50 µM; IC50 in µM for titrated hits; 310,000 compounds, 0.33% hits; in the data active = a potency from the dose series; inconclusive = inhibition mostly from about 25% at the one dose, without a potency; inactive = the rest, 99 in 100 with inhibition below about 19%;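 note: 0% = induced wells with vehicle and 100% = uninduced wells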
inhibitors of VEEV: inhibitors of VEEV TC-83 cytopathic effect, confirmation, Vero cells (AID 588727). 350,000 compounds, 0.13% hits. one-dose inhibition, % at 20 µM; IC50 in µM for titrated hits. Vero cells, VEEV TC-83 cytopathic effect inhibition; higher % means a stronger effect; in the data active = a potency from the dose series; inconclusive = inhibition mostly from about 14% at the one dose, without a potency; inactive = the rest, 99 in 100 with inhibition below about 12%; note: strong numbers were not always called active
M. tuberculosis HTS: M. tuberculosis growth inhibition, HTS (AID 449762). 330,000 compounds, 0.59% hits. inhibition, % at 25 µM; hits with a dose series show IC50 in µM. M. tuberculosis H37Rv growth inhibition, 7H9 media; higher % means a stronger effect; in the data active = a potency from the dose series; inconclusive = inhibition above about 70% without an active follow-up result;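 note: bacterial growth assessed after seven days of incubation; strong numbers were not always called active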
tuberculosis growth: growth inhibition of non-replicating M. tuberculosis (AID 488890); Mycobacterium tuberculosis non-replicating, growth inhibition; higher % means a stronger effect; one-dose inhibition, % at 25 µM; IC50 in µM for titrated hits; 320,000 compounds, 0.39% hits; in the data active = a potency from the dose series; inconclusive = inhibition mostly from about 82% at the one dose, without a potency; inactive = the rest, 99 in 100 with inhibition below about 76%;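 note: plate controls were DMSO cells for no effect and high antibiotic wells for full effect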
H1N1 NS1A inhibition: H1N1 influenza NS1A inhibitors, functional cell based assay (AID 504329); NS1A functional cell-based assay, percent inhibition; higher % means a stronger effect; inhibition, % at 12.5 µM, or IC50 in µM where a hit was titrated; 340,000 compounds, 0.3% hits; in the data active = a potency from the dose series; inconclusive = inhibition above about 27% without an active follow-up result; note: strong numbers were not always called active
inhibitors of VEEV 10K pilot screen: recorded beside inhibitors of VEEV, whose call it bears; inhibition, %; measured here: 10K pilot screen inhibition
Starred values were filed as active, the others as inactive; i = inactive; ? = inconclusive; / = no result given.

SMILES | Salmonella PhoP GFP | inhibitors of VEEV | M. tuberculosis HTS | tuberculosis growth | H1N1 NS1A inhibition | others
COc1ccc(COC(=O)C2=C(C)NC(=O)NC2c2cc(OC)ccc2OC)cc1 (stereo not given) | -3% | 0.2% | 1% | 1% | 0%
Cc1ccn2cc(C(=O)Nc3nnc(C)s3)nc2c1 | 9% | i | 1% | ? | 1%
Cc1c(NC(=O)CN2C(=O)NC3(CCCCC3C)C2=O)cccc1[N+](=O)[O-] (stereo not given) | / | 7.2% | 0% | -9% | -6%
CCc1nnc(NS(=O)(=O)c2ccc(NC(=S)NC(=O)c3ccncc3)cc2)s1 | -1% | i | 16% | 35% | 1%
CN(c1ccc(C(=O)Nc2ccc(F)cc2F)cc1)S(=O)(=O)c1ccccc1 | 6% | 5.8% | 12% | 27% | 14%
COc1ccc(/C=N/n2cnc3c([nH]c4ccc(F)cc43)c2=O)cc1CSc1ccccn1 | -2% | i | -5% | -10% | -5%
Cc1cccc(C)c1-n1c(C)cc(/C=N/NC(N)=S)c1C | -1% | 5.4% | 51% | ? | 20%
Cn1cc(C(=O)N2CCCC(Nc3ccc(F)cc3)C2)c2ccccc21 (stereo not given) | -16% | i | 10% | 10% | -2%
O=C(Cc1ccc([N+](=O)[O-])cc1)c1ccc(O)cc1O | 5% | ? | -6% | 16% | -8%
O=c1c2ccccc2ncn1-c1cccc(Cl)c1 | -6% | 6.4% | 1% | -5% | -2%
Cc1nnc(SCc2nc3scc(-c4ccccc4)c3c(=O)[nH]2)s1 | 3% | i | 0% | 8% | 1%
C[C@@H]1COC(=O)[C@H](NC(=O)OCC2c3ccccc3-c3ccccc32)C/C=C\C[C@@H](CC(=O)N(CCO)Cc2ccccc2)C(=O)N1 | / | 0.3% | -2% | 71% | 0%
Cc1ccc(-c2noc(-c3cc4ccccc4oc3=O)n2)cc1 | -12% | 0.8% | 6.7µM* | ? | 4% | inhibitors of VEEV 10K pilot screen=2.1
Cn1c(=O)n(CC(=O)NCC2CCCO2)c(=O)c2c3c(sc21)COC(C)(C)C3 (stereo not given) | 6% | i | -2% | -23% | 7%
C/C(=N\Nc1cc(C(F)(F)F)ccc1Cl)c1ccncc1 | -3% | i | ? | 35% | 10%
Cc1ccc(S(=O)(=O)c2cc3c(=O)n4cccc(C)c4nc3n(CC3CCCO3)c2=N)cc1C (stereo not given) | -3% | 0.4% | 3% | -3% | -1%
COc1ccccc1S(=O)(=O)Cc1ccc(C(=O)NCc2ccco2)o1 | 3% | 3.0% | 0% | -6% | -1%
CCc1nn(CC(=O)NCCCN(CC)c2cccc(C)c2)c(=O)c2cc3occc3n12 | 7% | / | -4% | -2% | /
Cc1cc(C(=O)OCC(=O)c2ccc(Br)s2)c(C)o1 | 3% | / | 7% | 37% | /
C=CCOc1ccc(CN(C)CC(O)COc2cccc3ccccc23)cc1 (stereo not given) | -3% | i | ? | ? | 5%
CCc1cccc2c(N=O)c(O)[nH]c12 | -8% | i | 10% | 20% | 1%
Cc1ccccc1NC(=O)Cc1nc(COC(=O)COc2ccc(C(C)(C)C)cc2)cs1 | / | i | 14% | ? | -7%
Cc1cc(NC(=O)c2cccnc2Cl)ccc1NC(=O)c1cc2ccccc2o1 | 6% | 0.1% | 9% | -2% | 13%
COc1cc(O)c(C(C)=O)c2c1C=CC(C)(C)O2 | / | i | / | / | 5%
COc1ccc(C(=O)N/N=C(\C)Cn2nc([N+](=O)[O-])cc2C)cc1 | -3% | 0.3% | 2% | 13% | -27%
Cn1c(=O)c2c(ncn2CC(=O)N2CCN(S(=O)(=O)c3ccc(Cl)cc3)CC2)n(C)c1=O | 4% | 2.5% | 5% | -4% | -6%
COc1ccc(N(CC(=O)NCCSC2CCCCC2)S(=O)(=O)c2ccc(C)cc2)cc1 | 5% | i | 4% | 13% | 5%
NS(=O)(=O)c1ccc(CNC(=O)CSc2nc3ccc(Cl)cc3[nH]2)cc1 | -1% | 0.9% | -7% | -13% | 1%
OCCCCNCc1cc(Br)ccc1OCc1ccccc1F | -5% | i | 4% | -9% | -5%
CCc1nc(NC2CCCCC2)c(C#N)c2c1COC(C)(C)C2 | 3% | 3.2% | 9% | 5% | 1%
CCOC(=O)c1ccc(NC(=S)N(CCCN2CCCCC2)Cc2ccco2)cc1 | -3% | 0.6% | 5% | 6% | 5% | inhibitors of VEEV 10K pilot screen=0.6
COC(=O)[C@H](CCSC)NC(=O)Nc1ccc(C(C)=O)cc1 | 4% | 3.3% | -2% | 0% | -1%
Cc1cccc(N2CCN(C(=O)c3ccc(N4CCCC4=O)cc3)CC2)c1C | -12% | 0.6% | 22% | 64% | -2%
C[C@]12CCC3C(CC[C@H]4C[C@H](O)CC[C@]34C)C1CCC2=O (stereo not given in full) | / | i | 1% | 7% | -1%
COc1cccc(NC(=S)NNC(=O)Cn2nc(C(F)(F)F)cc2C)c1 | 6% | 1.2% | -3% | -50% | 6%
CCc1cc2c3c(c1)/C(=C1/SC(N)=NC1=O)C(=O)N3C(C)(C)C=C2C | 3% | 1.4% | 10% | 9% | 0%
COc1ccc(C(=O)Nc2ccc(S(=O)(=O)Nc3nccnc3OC)cc2)cc1 | 5% | 1.0% | 0% | 19% | -3%
Cc1cccc(NC(=O)COC(=O)Cc2cccc(C(F)(F)F)c2)c1C | 2% | i | 7% | 35% | -11% | inhibitors of VEEV 10K pilot screen=0.4
CCOC(=O)c1cnc(-n2nc(C)cc2C)[nH]c1=O | -3% | 3.8% | ? | ? | 22%
COc1cccc(OCC(=O)NNC(=O)C(=O)Nc2cccc(C)c2)c1 | -7% | 13% | ? | 6.7µM* | -8%
O=C(NCc1ccccc1Cl)C1CCC(=O)N1Cc1ccc(F)cc1 (stereo not given) | -5% | i | 4% | -8% | -17%
COC(=O)c1ccc(N=C2SCC(=O)N2C)cc1 | -2% | 0.4% | -2% | 18% | 2%
O=[N+]([O-])c1ccc(C2=CSC3=NCCN23)cc1 | 4% | i | -4% | -17% | -3%
Cc1ccccc1-c1nnn(Cc2ccc(-c3nn[nH]n3)cc2)n1 | -2% | 0.6% | 0% | -7% | 0%
O=C(CSc1nnc2n(C3CCCCC3)c(=O)c3ccccc3n12)OC1CCCCC1 | 6% | 2.6% | -8% | -23% | 8%
O=C(NNC(=O)C1CCC1)c1ccc(Br)cc1 | -3% | 2.3% | -2% | 3% | -17%
Cc1ccc(NC(=O)C(C)N2C(=O)c3ccccc3S2(=O)=O)cc1Cl (stereo not given) | -6% | i | -2% | -5% | -2%
COCCSc1ccccc1C(=O)N1CCC(Cc2ccccc2)CC1 | 0% | 0.5% | 7% | / | -6%

Arranged by SMILES length (descending): part of the list above
SMILES | Salmonella PhoP GFP | inhibitors of VEEV | M. tuberculosis HTS | tuberculosis growth | H1N1 NS1A inhibition | others
Cn1c(=O)c2c(ncn2CC(=O)N2CCN(S(=O)(=O)c3ccc(Cl)cc3)CC2)n(C)c1=O | 4% | 2.5% | 5% | -4% | -6%
Cc1cccc(N2CCN(C(=O)c3ccc(N4CCCC4=O)cc3)CC2)c1C | -12% | 0.6% | 22% | 64% | -2%
Cn1cc(C(=O)N2CCCC(Nc3ccc(F)cc3)C2)c2ccccc21 (stereo not given) | -16% | i | 10% | 10% | -2%
Cc1ccccc1-c1nnn(Cc2ccc(-c3nn[nH]n3)cc2)n1 | -2% | 0.6% | 0% | -7% | 0%
Cc1ccc(-c2noc(-c3cc4ccccc4oc3=O)n2)cc1 | -12% | 0.8% | 6.7µM* | ? | 4% | inhibitors of VEEV 10K pilot screen=2.1
Cc1ccn2cc(C(=O)Nc3nnc(C)s3)nc2c1 | 9% | i | 1% | ? | 1%
O=C(NNC(=O)C1CCC1)c1ccc(Br)cc1 | -3% | 2.3% | -2% | 3% | -17%

(continued)
SMILES | Salmonella PhoP GFP | inhibitors of VEEV | M. tuberculosis HTS | tuberculosis growth | H1N1 NS1A inhibition | others
O=C(N/N=C/c1ccc[nH]1)c1cccc(Br)c1 | -9% | 0.8% | 47% | ? | -8%
Cc1ccc2[nH]c3c(c2c1)CN(C(C)C)CC3 | 13% | i | 4% | 20% | 21%
Cc1cc(Br)ccc1NC(=O)CN(C)C(=O)CNC(=O)Cc1ccccc1 | / | i | -3% | -1% | -3%
Nn1c(SCc2csc(-c3ccccc3)n2)nnc1-c1cccs1 | -2% | i | -5% | 13% | 14% | inhibitors of VEEV 10K pilot screen=0.8
Cc1ccc(NC(=O)CSc2nccn(-c3ccc4c(c3)OCCO4)c2=O)cc1 | 13% | 5.0% | 16% | 36% | -3%
CCOc1ccc(NC(=O)c2[nH]c(C)c(C(C)=O)c2C)cc1 | 6% | 1.1% | 3% | 5% | 22%
O=C(O/N=C\c1ccc(N2CCCCC2)c([N+](=O)[O-])c1)c1cccc(Cl)c1 | -6% | 2.4% | ? | 75% | 13%
O=C1C2C3C=CC(CC3)C2C(=O)N1c1ccc(Cl)cc1Cl (stereo not given) | -5% | i | 5% | 27% | -8%
OCCOc1cccc(CN2CCC(CO)(CCOc3ccccc3)CC2)c1 | 10% | i | 9% | 26% | 7%
O=C(NC1(Cc2ccccc2)CCN(CCCc2ccccc2)C1=O)c1ccccc1 (stereo not given) | / | 5.6% | 1% | -5% | 1%
O=C(Oc1ccc(Br)cc1C(=S)N1CCOCC1)c1ccccc1 | -5% | i | 4% | -13% | 12%
Cc1cc(C)n(C(=O)CCC(=O)NCc2ccccc2)n1 | 17% | 0.3% | -2% | -9% | -12%
Cc1oc(CC(C)C)c(CN2CCCC2)c1C(=O)O | -11% | 1.4% | 2% | -20% | -1%
Cc1cccc(Oc2ncc(-c3ccc(Cl)cc3)cn2)c1 | -7% | 2.5% | -1% | 8% | -1%
Cn1c(=O)n(C)c2cc(NC(=O)c3ccccc3NS(C)(=O)=O)ccc21 | 4% | 1.7% | 5% | 17% | -7%
CN1CCN(CCC(=O)Nc2ccc(Br)cc2)CC1 | 13% | 0.6% | 2% | 1% | -13%
CN=C1SC(CC(=O)Nc2ccc(C(C)=O)cc2)C(=O)N1C (stereo not given) | 10% | 0.4% | -2% | -6% | -6%
COc1ccc(CCNC(=O)C2CCN(C(=O)c3ccccc3)CC2)cc1 | 0% | / | 6% | -3% | /
C=CCNc1oc(-c2cccc3ccccc23)nc1C#N | -6% | 1.0% | -9% | 11% | -5%
O=C(CCCn1c(=O)[nH]c2ccccc2c1=O)Nc1ccc(F)cc1 | -10% | 1.2% | 6% | 8% | -5%
COc1cc(OC)cc(C(=O)NN(CCC#N)C2=NS(=O)(=O)c3ccccc32)c1 | -3% | i | -13% | 20% | 0%
CC(C)OC(=O)Cn1nc(C(c2ccccc2)c2ccccc2)oc1=O | -8% | 1.2% | 1% | 22% | 3%
Cc1ccc(CCC(=O)Nc2ccccc2F)s1 | -7% | 1.1% | -3% | i | -11%
COc1ccc2c(c1)c(CC(=O)Nc1ccc(C(C)=O)cc1)c(C)n2C(=O)c1ccc(Cl)cc1 | -3% | 4.5% | -4% | 16% | 4%
COc1ccc(C(=O)Nc2cccc3nc(C)ccc23)cc1OC | -9% | 0.2% | -8% | -6% | -10%
O=C(CN1C(=O)CCS(=O)(=O)c2ccccc21)NCc1ccc2c(c1)OCO2 | 3% | 0.4% | 0% | -12% | -1%
COC(=O)c1cc(NC(=O)c2cccnc2)cc(C(=O)OC)c1 | -3% | 0.8% | -2% | 2% | -6%
O=C(CNC(=O)c1ccc2c(c1)OCO2)NCCOc1ccc(Cl)cc1 | / | 0.8% | -18% | 6% | -11%

Entries above that contain a furan ring, fused or not:
SMILES | Salmonella PhoP GFP | inhibitors of VEEV | M. tuberculosis HTS | tuberculosis growth | H1N1 NS1A inhibition | others
COc1ccccc1S(=O)(=O)Cc1ccc(C(=O)NCc2ccco2)o1 | 3% | 3.0% | 0% | -6% | -1%
CCc1nn(CC(=O)NCCCN(CC)c2cccc(C)c2)c(=O)c2cc3occc3n12 | 7% | / | -4% | -2% | /
Cc1cc(C(=O)OCC(=O)c2ccc(Br)s2)c(C)o1 | 3% | / | 7% | 37% | /
Cc1cc(NC(=O)c2cccnc2Cl)ccc1NC(=O)c1cc2ccccc2o1 | 6% | 0.1% | 9% | -2% | 13%
CCOC(=O)c1ccc(NC(=S)N(CCCN2CCCCC2)Cc2ccco2)cc1 | -3% | 0.6% | 5% | 6% | 5% | inhibitors of VEEV 10K pilot screen=0.6
Cc1oc(CC(C)C)c(CN2CCCC2)c1C(=O)O | -11% | 1.4% | 2% | -20% | -1%

Screening results as filed in PubChem BioAssay.
